Bioassay records as filed in PubChem.
PLK1 PBD inh – qHTS for Inhibitors of PLK1-PDB (polo-like kinase 1 - polo-box domain): Primary Screen | Plk1 PBD binding of FITC phosphopeptide, fluorescence polarization | 360,000 compounds, 2.8% hits | Potency, µM, without a hit: max response, negative = inhibition, hits mostly inhibitors | AID 720504, 2013 | Serine/threonine-protein kinase PLK1 (Homo sapiens), P53350; also: potency is read from the fitted curve at half-maximal effect; series mostly up to about 57 µM; % is scaled to controls: 0 for no effect and ±100 for the full control effect; nearly all actives have a fitted effect of over 65% in size
EPAC1 antagonist – qHTS for Antagonist of cAMP-regulated guanine nucleotide exchange factor 3 (EPAC1): primary screen | 360,000 compounds, 0.14% hits | Rap guanine nucleotide exchange factor 3 (Homo sapiens), O95398 | AID 720709, 2013 | Potency, µM (doses to about 115 µM), for the others: at the top dose activity change, negative = inhibition, most hits filed as inhibitors | EPAC1 GEF assay, Rap1b-BODIPY-GDP exchange fluorescence;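 also: potency is read from the fitted curve at half-maximal effect; plate controls were vehicle for no effect and positive control for full effect; nearly all actives have a fitted effect of over 50% in size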
Target sequence (O95398 whole entry, looked up): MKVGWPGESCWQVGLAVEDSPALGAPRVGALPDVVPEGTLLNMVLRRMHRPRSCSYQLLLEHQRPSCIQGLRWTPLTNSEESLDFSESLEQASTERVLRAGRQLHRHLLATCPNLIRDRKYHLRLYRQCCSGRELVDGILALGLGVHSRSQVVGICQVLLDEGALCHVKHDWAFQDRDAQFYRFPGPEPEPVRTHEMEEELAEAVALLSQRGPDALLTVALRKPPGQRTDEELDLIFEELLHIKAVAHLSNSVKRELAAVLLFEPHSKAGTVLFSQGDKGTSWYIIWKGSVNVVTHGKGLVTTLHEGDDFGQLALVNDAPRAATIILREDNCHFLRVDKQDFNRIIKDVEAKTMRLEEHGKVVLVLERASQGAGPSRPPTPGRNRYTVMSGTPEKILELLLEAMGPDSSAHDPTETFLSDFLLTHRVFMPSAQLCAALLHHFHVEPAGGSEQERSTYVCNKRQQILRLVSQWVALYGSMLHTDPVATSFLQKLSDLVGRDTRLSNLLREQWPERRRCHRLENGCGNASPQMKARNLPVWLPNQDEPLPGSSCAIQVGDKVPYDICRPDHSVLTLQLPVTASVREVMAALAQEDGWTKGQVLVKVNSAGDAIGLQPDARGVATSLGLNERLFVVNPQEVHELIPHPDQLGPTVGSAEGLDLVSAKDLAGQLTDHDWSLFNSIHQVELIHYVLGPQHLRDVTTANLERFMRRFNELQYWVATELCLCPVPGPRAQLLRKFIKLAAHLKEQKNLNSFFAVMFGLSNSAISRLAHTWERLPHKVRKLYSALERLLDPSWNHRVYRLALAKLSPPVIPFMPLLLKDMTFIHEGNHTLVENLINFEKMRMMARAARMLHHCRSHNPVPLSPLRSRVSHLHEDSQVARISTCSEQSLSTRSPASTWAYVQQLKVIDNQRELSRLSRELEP
IL-2 act – qHTS of IL-2 Activators; 360,000 compounds, 0.065% hits; IL-2 activation reporter assay, cell-based qHTS; stimulated with anti-CD3/CD4/CD28 beads; in transgenic mouse T cells; activation, % (series mostly up to about 46 µM); AID 652025, 2013; in the data active = activation above about 50%; inconclusive = mostly about 30% to 49%; also: 0% is about no effect
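Using fluorescent plate cytometry, EGFP and DsRed are detected in transgenic mouse T cells stimulated 18 h at 37 degrees C with antibody-coated beads after 60 min compound pretreatment.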
aSyn yeast inh – qHTS of alpha-syn Inhibitors; Yeast expressing alpha-synuclein, growth rescue, BacTiter-Glo, 24 h; Potency, µM (highest dose often 46.1 µM), without a hit: top-dose growth rescue (activation), hits mostly activators; 370,000 compounds, 0.14% hits; AID 652106, 2013; also: potency is read from the fitted curve at half-maximal effect; % of control where 0% means no effect; nearly all actives have a fitted effect of over 65% in size
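Readout is rescue of growth in alpha-synuclein-expressing yeast, so inhibitors of toxicity appear as activators. Growth after 24 hr at 30 deg C in galactose medium is quantified by luminescence.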
PI5P4K alpha inh – qHTS for Inhibitors of phosphatidylinositol 5-phosphate 4-kinase (PI5P4K); 330,000 compounds, 1.2% hits; max response, %; PI5P4Kalpha enzyme, ADP-Glo luminescence, 60 min; hits give low values; Phosphatidylinositol 5-phosphate 4-kinase type-2 alpha (Homo sapiens), P48426; active = max response of -50% or lower; inconclusive = between -30% and -50%; inactive = -30% or higher; also: value at the top dose of about 77 µM; % is scaled to controls: 0 for no effect and ±100 for the full control effect
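qHTS, 1536-well: enzyme/substrate mix, compound by pin tool, 5 microM ATP final; RT 60 min; ADP-Glo reagents 1 (45 min) then 2 (30 min); luminescence.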
FUS yeast rescue – qHTS for Suppressors of FUS Proteinopathy: Primary screen using FUS-linked yeast assay; S. cerevisiae FUS-expressing, growth rescue, OD600, 24 h; Potency, µM (doses to about 76.6 µM), for inactives: at the highest dose growth rescue (activation), most hits filed as activators; 390,000 compounds, 0.24% hits; AID 1347120, 2019;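 also: potency is read from the fitted curve at half-maximal effect; plate controls were DMSO vehicle for no effect and reference control for full effect; nearly all actives have a fitted effect of over 55% in size; some results filed as inactive show a strong effect at the top dose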
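Compound concentration series was pinned onto galactose-induced FUS-expressing yeast seeded at OD 0.005. Plates sat 24hr at 30C; absorbance at 600 nm gave growth. DMSO served as background control.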
EPAC1 agonist – qHTS for Agonist of cAMP-regulated guanine nucleotide exchange factor 3 (EPAC1): primary screen | EPAC1 agonist qHTS, biochemical assay; response scale: 100% = response to 6.5 mM cAMP | Potency, µM (highest dose often 154 µM), for the others: at the top dose activation, most hits filed as activators | Rap guanine nucleotide exchange factor 3 (Homo sapiens), O95398 | 360,000 compounds, 0.073% hits | AID 720707, 2013; also: potency is read from the fitted curve at half-maximal effect; nearly all actives have a fitted effect of over 60% in size
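Fluorescent GDP-exchange assay: 100 nM EPAC1 with 250 nM Rap1B preloaded with BODIPY-GDP and 50 uM GDP; compounds tested as concentration series, 5 min at room temperature, then read every 5 min for 30 min (ex 480/em 540 nm); normalized to 6.5 mM cAMP.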
WRN inhibitor – qHTS for Inhibitors of WRN Helicase | WRN helicase unwinding, fluorescent forked duplex, kinetic | Potency, µM (doses to about 114 µM), for inactives: at the top dose activity change, negative = inhibition, hits mostly inhibitors | 360,000 compounds, 0.46% hits | AID 651768, 2012; also: potency is read from the fitted curve at half-maximal effect; % is scaled to controls: 0 for no effect and ±100 for the full control effect; nearly all actives have a fitted effect of over 55% in size
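Screening of the MLSMR collection measured strand separation of a quenched forked DNA duplex (100 nM) by 20 nM WRN with 2 mM ATP, all final. Compounds were preincubated with enzyme 15 min at room temperature.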
Abeta yeast res – qHTS for compounds that reverse cellular toxicity of Amyloid beta (A-beta) peptide in yeast: Primary Screen | yeast expressing A-beta42, growth rescue, OD600, 48 h; response scale: 0% DMSO, 100% iron-clioquinol control | 410,000 compounds, 0.063% hits | Potency, µM (top dose mostly 46.1 µM), without a hit: top-dose growth rescue, actives largely listed as activators; also: potency is read from the fitted curve at half-maximal effect; nearly all actives have a fitted effect of over 55% in size
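Growth rescue measured by 600 nm absorbance after 48 h yeast culture at 30 C with compound. Values normalized between DMSO and an equimolar ferric chloride plus clioquinol control.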
Active calls of the source: *; ? = inconclusive; / = not tested or not shown; [ ] = another dose, or the depositor's remark. Unless noted, calls follow the shape of the dose curve; as a rule, active = well fitted curve in the direction sought with a large enough effect; inconclusive = small, poorly fitted or top-dose-only effect, or another doubt; inactive = no such curve, though single readings can be large; an effect the other way counts as inactive or inconclusive.

SMILES	PLK1 PBD inh	EPAC1 antagonist	IL-2 act	aSyn yeast inh	PI5P4K alpha inh	FUS yeast rescue	EPAC1 agonist	WRN inhibitor	Abeta yeast res
CC1CCN(C(=O)CN(c2ccc3c(c2)OCO3)S(C)(=O)=O)CC1	-4%	1%	-0.5	2%	/	-3%	11%	0%	0%
COc1cc(OC)cc(C(=O)NC(C(=O)Nc2ccc3c(c2)OCO3)C(C)C)c1 (stereo not drawn)	-8%	?	1.4	-1%	-4	-19%	9%	-3%	-6%
CC(NC(=O)CN1C(=O)COc2ccccc21)c1ccccc1 (stereo not drawn)	-6%	14%	-2.0	16%	/	-8%	2%	5%	8%
C=CCc1cccc2cc(C(=O)N3CCOCC3)c(=O)oc12	2%	-7%	-0.2	9%	-4	-6%	9%	-4%	15%
CCCc1c(C(=O)N/N=C/c2cccnc2)nnn1-c1nonc1N	?	-25%	-4.7	-4%	-3	-3%	0%	-5%	11%
c1ccc2c(c1)[nH]c1nc(SCCN3CCOCC3)nnc12	27µM*	-14%	-0.9	-4%	?	37%	-1%	-24%	16%
CCCCCNC(=O)[C@@H]1CSC2c3ccccc3C(=O)N21 (stereo partly drawn)	-22%	0%	0.1	5%	5	12%	9%	6%	0%
CCOC(=O)C1=C(O)C(Nc2nccs2)(C(F)(F)F)N=C1C (stereo not drawn)	-5%	5%	-3.6	1%	1	/	-4%	-11%	0%
CCOC(=O)N1CCC(=C(C#N)C(=O)Nc2cc(OC)ccc2OC)CC1	-11%	3%	-1.0	2%	/	27%	13%	-8%	-2%
CC(=O)Nc1n[nH]c(=S)s1	-14%	-12%	0.8	-4%	-86*	/	-7%	?	-6%
Cc1c(C(=O)Nc2ccccc2Cl)oc2ccc(S(=O)(=O)N3CCC4(CC3)OCCO4)cc12	-23%	4%	-2.7	14%	/	17%	0%	-1%	9%
C[C@@H]1CN([C@H](C)CO)C(=O)c2cccc(NC(=O)Nc3ccc(C(F)(F)F)cc3)c2O[C@H]1CN(C)S(=O)(=O)c1cccs1	0%	-8%	-3.5	3%	6	?	-27%	-14%	1%
COc1cc(NC(=O)Cn2cnc(S(=O)(=O)N3CCCCC3)c2)cc(OC)c1OC	-4%	8%	-2.8	-1%	1	10%	-6%	-6%	0%
O=[N+]([O-])c1cccc(-c2nnn(C34CC5CC(CC(C5)C3)C4)n2)c1	-12%	-3%	-0.7	1%	3	-22%	3%	5%	-8%
COc1ccc(CCN(Cc2nc3ccccc3c(=O)[nH]2)C(=O)c2ccco2)cc1	-2%	-21%	0.5	0%	5	23%	-2%	-8%	5%
COc1ccc2nc(NNC(=O)COc3ccccc3)sc2c1	-6%	-25%	1.7	-1%	-7	16%	2%	-11%	4%
O=C(NCc1ccccc1)C1=C[C@@H](c2ccc(Br)cc2)C[C@@H](OCc2ccc(CO)cc2)O1	-14%	-9%	-0.8	0%	1	23%	8%	-8%	-1%
CC(Sc1nc2ncc(Cl)cc2[nH]1)C(=O)Nc1ccccc1[N+](=O)[O-] (stereo not drawn)	-16%	-9%	-1.3	6%	2	-21%	2%	0%	0%
CC(Oc1ccc(-c2ccccc2)c(F)c1)c1ccn(S(=O)(=O)c2ccc(Br)cc2)n1 (stereo not drawn)	-2%	-15%	1.1	4%	/	14%	0%	0%	19%
CC1=C(C(=O)N2CCOCC2)CC(CC(=O)NCCc2ccccn2)C(=O)N1Cc1ccc(C(C)(C)C)cc1 (stereo not drawn)	3%	-11%	-1.7	-2%	-7	-15%	-9%	17%	-6%
C=CCc1cc(OC)ccc1OCCON1C(=O)CCC1=O	?	4%	0.4	9%	3	-19%	6%	7%	18%
C=CCNC(=O)NC(=O)COC(=O)/C(C#N)=C/c1cc(C)n(CCC(C)C)c1C	-1%	9%	0.0	1%	/	12%	-3%	6%	6%
COCC(=O)N(Cc1cc2ccc(C)cc2[nH]c1=O)c1ccc(OC)cc1	3%	-5%	0.4	2%	/	?	-3%	1%	-8%
O=C(CSCc1ccco1)NC1CCCC1	-15%	-2%	2.4	?	-3	/	-3%	-4%	-7%
CS(=O)(=O)c1ccc(C(=O)N2CCc3ccccc3C2)cc1	-26%	-5%	0.3	5%	1	10%	3%	11%	-15%
COc1ccccc1C(=O)Nc1ccc(-c2nnn(CC(=O)N3CCOCC3)n2)cc1	-24%	-4%	0.8	-2%	-2	10%	-6%	7%	-18%
O=C(C1CCN(S(=O)(=O)c2cccs2)CC1)N1CCCCCC1	-5%	8%	-4.8	-12%	/	15%	-6%	3%	-5%
CC(C)(C)C(=O)Nc1nnc(SCc2ccc(F)cc2)s1	-1%	-8%	-0.3	/	1	-5%	0%	-12%	?
O=c1c2c3c(sc2nc(NCCO)n1-c1ccccc1)CCCC3	-6%	-6%	-0.2	0%	8	8%	-1%	-12%	-1%
COCCNC(=O)Cc1ccc(F)cc1	-7%	5%	-1.2	-12%	-8	-14%	-1%	-35%[57.1 µM]	-2%
CC1=C(C(=O)Nc2ccccc2)C(c2cc(CN3CCOCC3)cs2)C2=C(CCCC2=O)N1 (stereo not drawn)	-20%	23%	-0.9	-3%	3	26%	3%	-6%	-10%
CN(Cc1ccccn1)C(=O)C1CCC(=O)N(Cc2cccc(C(F)(F)F)c2)C1 (stereo not drawn)	-18%	1%	-1.7	-3%	0	13%	3%	-1%	-9%
OCC[C@@H]1C[C@H](O)[C@@H](O)[C@@]2(OCc3cc(Cl)ccc32)O1	-9%	22%	1.6	19%	-3	-26%	-13%	-1%	-10%
CC(C)(C)NC(=O)COC(=O)c1ccc(NC(=O)CC#N)cc1	0%	13%	-0.2	0%	-2	8%	7%	1%	4%
COc1ccc(S(=O)(=O)Nc2cc(C)on2)cc1OC	-1%	-6%	0.1	1%	2	11%	-6%	-2%	13%
Cc1ccc(NC(=O)c2nc(S(=O)(=O)Cc3ccccc3C)ncc2Cl)cc1C	27µM*	?	-2.8	18%	2	-2%	-15%	-11%	-8%
NS(=O)(=O)c1cc(C(=O)OCCNC(=O)c2ccccc2)c(Cl)cc1Cl	-2%	16%	-2.3	6%	-5	4%	-6%	15%	-10%
CC(=O)c1cccc(NC(=O)C(C)OC(=O)CCN=C2NS(=O)(=O)c3ccccc32)c1 (stereo not drawn)	-4%	13%	-4.5	-3%	8	23%	-3%	0%	-12%
O=C(O)c1ccc(CNc2ccccc2C(=O)O)cc1	-4%	22%	-2.5	8%	-14	12%	-5%	-20%[57.1 µM]	10%
COc1ccc(C(C)NC(=O)c2ccccc2Br)cc1OC (stereo not drawn)	-6%	-9%	-0.3	3%	5	-21%	-11%	8%	-6%
COc1ccc(NC(=O)CN(C)CC(=O)Nc2ccccc2SC)cc1Cl	-1%	-5%	-2.4	6%	-3	-2%	5%	-2%	17%
